Bioassay records (PubChem)
MEKK2 WT-MEK5 – raises or lowers MEK5 binding to wildtype human MEKK2 PB1 domain; actives 1.1% (n = 290,000); AID 1531; bead flow cytometry, Alexa488-MEK5 binding to MEKK2 WT; actives lie on both sides; binding response (% of control), % at 10 µM; in the data active = binding response below about 67% or above about 130%
MEKK3 PB1 HTS – modulators (inhibitors or enhancers) of MEK5 binding to human MEKK3 PB1 domain; Q99759; bead-based flow cytometry, Alexa488-MEK5 binding to MEKK3; actives lie on both sides; 0 = blocked by unlabeled MEK5, 100 = vehicle; binding response (% of control), % at 10 µM; actives 1.4% (n = 290,000); AID 1529;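 active = binding response more than 3 SD above or below the average of its plate-row segment, actives on both sides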;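 note: Alexa488 bead fluorescence after subtracting the streptavidin-only scavenger bead signal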
pCIP destab – compounds decreasing mouse p/CIP protein stability; Q05BA5; F442A p/CIP-EGFP cells, EGFP fluorescence, 16 h; decrease of EGFP signal, % at 10 µM; actives 0.01% (n = 290,000); AID 1984;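 active = EGFP signal decrease of at least 30% at 10 µM or well 3 SD below plate mean, unless failing retest; inactive = the rest, including hits failing retest or dose response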; note: some compounds called inactive have numbers as strong as hits; many of its hits are not listed in these tables
IDE cell inh – inhibits human insulin-degrading enzyme in HEK cells; P14735; FAbetaB cleavage, fluorescence polarization; inhibition, % at 5.59 µM; actives 0.41% (n = 320,000); AID 434962;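 active = percent inhibition above the average of all tested compounds plus 3 SD, set per screening campaign, cut at about 16% in these data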;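 note: IDE supplied by intact live HEK cells; FP after avidin binding of uncleaved biotin substrate so inhibition keeps polarization high; 0% = DMSO wells and 100% = 60 µM reference IDE inhibitor Ii1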
Target sequence (P14735 whole entry, looked up): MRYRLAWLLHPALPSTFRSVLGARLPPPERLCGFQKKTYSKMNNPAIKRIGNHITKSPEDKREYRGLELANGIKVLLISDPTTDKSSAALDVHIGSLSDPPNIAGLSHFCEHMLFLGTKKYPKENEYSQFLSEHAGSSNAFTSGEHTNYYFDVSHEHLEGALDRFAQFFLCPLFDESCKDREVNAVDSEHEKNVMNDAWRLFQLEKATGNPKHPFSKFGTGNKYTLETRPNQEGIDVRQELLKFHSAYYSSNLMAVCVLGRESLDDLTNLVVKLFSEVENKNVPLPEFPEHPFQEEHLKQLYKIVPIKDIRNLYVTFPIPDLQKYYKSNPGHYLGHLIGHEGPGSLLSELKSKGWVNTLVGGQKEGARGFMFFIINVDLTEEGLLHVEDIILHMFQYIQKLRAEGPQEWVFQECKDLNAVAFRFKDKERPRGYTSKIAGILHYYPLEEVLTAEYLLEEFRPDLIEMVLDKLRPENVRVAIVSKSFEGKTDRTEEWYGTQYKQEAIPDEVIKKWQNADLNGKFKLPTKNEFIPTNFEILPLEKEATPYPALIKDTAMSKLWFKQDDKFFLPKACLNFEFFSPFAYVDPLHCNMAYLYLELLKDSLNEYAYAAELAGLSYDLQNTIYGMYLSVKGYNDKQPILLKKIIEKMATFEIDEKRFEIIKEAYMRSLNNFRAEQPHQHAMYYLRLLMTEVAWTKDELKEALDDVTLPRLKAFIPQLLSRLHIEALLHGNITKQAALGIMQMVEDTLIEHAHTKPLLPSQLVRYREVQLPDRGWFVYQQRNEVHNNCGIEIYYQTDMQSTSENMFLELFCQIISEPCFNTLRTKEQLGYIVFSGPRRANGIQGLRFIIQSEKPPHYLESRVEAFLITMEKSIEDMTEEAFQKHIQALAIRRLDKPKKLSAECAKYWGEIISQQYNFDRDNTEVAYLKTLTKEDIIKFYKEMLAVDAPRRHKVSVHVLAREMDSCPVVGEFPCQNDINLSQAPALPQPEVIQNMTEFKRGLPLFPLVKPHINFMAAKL
M18AAP inhibitor – PfM18AAP enzyme inhibition; AID 1822; actives 1.2% (n = 290,000); recombinant PfM18AAP, H-Glu-NHMec fluorogenic cleavage; inhibition, % at 7.35 µM;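 active = inhibition above the campaign mean inhibition over all tested compounds plus 3 SD, cut at about 28% in these data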;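 note: 0% = plate median of test compound wells and 100% = 2 mM ZnCl2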
MEKK2mut PB1 HTS – signal of MEK5 binding to mutant human MEKK2 PB1 domain. AID 1530. actives 0.35% (n = 290,000). bead flow cytometry, Alexa488-MEK5 binding to MEKK2 mutant. percent response, % at 10 µM; in the data active = percent response above about 24%, passing the limit was not always enough; note: inactives centre near 1; some results filed as inactive read as strong as hits; reference of the scale not given here
UBC9 SUMO inh – inhibitors of human SUMOylation (UBC9); actives 0.36% (n = 290,000); AID 2006; HTRF SUMOylation assay, SAE1/SAE2 + UBC9, in vitro; inhibition, % at 35 µM; in the data active = inhibition above about 50%, passing the limit was not always enough; note: strong numbers were not always called active
IDE act – IDE (human) activation, cell-based; P14735; HEK cells, FAbeta-B cleavage, fluorescence polarization; 0% vehicle, 100% cell-free pure enzyme wells; activation, % at 5.96 µM; actives 0.073% (n = 340,000); AID 493087;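 active = activation above the mean of all tested compounds plus 3 SD, set per screening campaign, cut at about 17% in these data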
NALP1 yeast inh – NALP1 inhibition; S. cerevisiae NALP1/ASC/caspase-1 growth, X-gal OD620, 72 h; inhibition, % at 10 µM; actives 0.61% (n = 280,000); AID 2071; in the data active = inhibition mostly above about 24%, no sharp cut-off; inactive = mostly below about 32%; note: some compounds called inactive have numbers as strong as hits
* hit, by the source's call; · = not tested or not shown; [ ] = dose if it differs, or a comment. These rows are one share of the data; rates above refer to the full screens.

smiles	IDE cell inh	MEKK2mut PB1 HTS	NALP1 yeast inh	UBC9 SUMO inh	MEKK2 WT-MEK5	IDE act	MEKK3 PB1 HTS	M18AAP inhibitor	pCIP destab
CCCCOc1ccc(N2C(=O)CC(NCCc3ccc(S(N)(=O)=O)cc3)C2=O)cc1 (stereo not given)	8	5	20	7	119	10	122*	-41	-9
COc1ccc(NC(=O)C(C)N2c3cccc4cccc(c34)S2(=O)=O)c(OC)c1 (stereo not given)	1	3	8	-2	104	-1	100	2	-12
CN(C)S(=O)(=O)c1cccc(C(=O)NCC2CCCCC2)c1	-1	-4	-2	-3	95	-2	99	-1	-16
O=C(Cn1c(N2CCN(C/C=C/c3ccccc3)CC2)nc2ccccc21)c1ccccc1	-5	4	-14	-32	118	·	102	-7	-3
O=C(O)CC1(CC(=O)Nc2ccc(Cl)cc2C(=O)c2ccccc2)CCCC1	-6	0	3	-5	103	6	105	3	-3
CC(=O)N1N=C(c2ccccc2)OC1c1ccc([N+](=O)[O-])s1 (stereo not given)	-9	-4	17	29	94	7	97	11	15
C=CCOc1c(Cl)cc(C(=S)N2CCCC2)cc1OCC	2	3	-40	-4	99	6	98	1	18
CC1(c2ccccc2)CC2CC(c3ccccc3)N1O2 (stereo not given)	-1	4	11	-5	101	1	100	2	-17
CCCOc1ccc(N2C(=O)CC(SCCN)C2=O)cc1 (stereo not given)	-1	-7	2	-7	94	1	98	-45	-5
Cc1nc(NC2=NC(C(=O)Nc3ccc(Cl)cc3)CC(=O)N2)nc2ccccc12 (stereo not given)	·	1	2	-15	99	·	96	-31	-3
CCOc1ccccc1NC(=O)C(OC(=O)c1cc(C)oc1C)c1ccccc1 (stereo not given)	3	-3	22	-20	94	-3	88	8	-2
Cc1nnc(SCc2cccc([N+](=O)[O-])c2)o1	1	-7	6	8	96	5	100	-2	-8
O=C(O)COn1c(-c2ccccc2)nc2ccc([N+](=O)[O-])cc21	11	7	7	15	106	3	102	1	-4
COc1cccc(NC(=O)NCC2CCN(Cc3ccc(F)cc3)CC2)c1	2	3	12	-14	109	3	103	0	2
Cn1c(Cc2ccccc2)nnc1SCC(=O)Nc1ccc2c(c1)OCO2	-1	3	34	11	106	2	99	3	-2
Cc1cccc(C)c1NC(=O)CSc1nnc(NC(=O)c2ccccc2C(=O)O)s1	2	-2	13	18	98	-2	93	-10	-3
O=C(COc1ccc2c(-c3ccccc3)cc(=O)oc2c1)Nc1ccc(CCO)cc1	6	3	17	-27	102	1	103	3	-2
Cc1ccc(S(=O)(=O)N2CCC(=O)N(C(COCc3cccc(Cl)c3)Cc3ccccc3)CC2)cc1 (stereo not given)	-3	-4	27	-10	99	-6	85	0	4
O=C(COc1ccccc1)Nc1cccc(-c2cn3cccnc3n2)c1	2	4	4	30	105	1	103	2	5
COC(=O)Cc1csc(Nc2ccccc2Cl)n1	1	20	34	-7	117	-3	105	-1	-6
C/C(=N\NC(=O)c1nnn(-c2nonc2N)c1-c1ccc2c(c1)OCO2)c1cccs1	0	-1	25	4	98	4	99	0	5
COc1ccc(OC)c(-n2c(SC)nnc2-c2c[nH]c3ccccc23)c1	8	15	-13	13	110	-1	109	-4	-8
O=C(COC(=O)c1ccc[nH]c1=O)NCC1CCCO1 (stereo not given)	1	3	2	-20	102	2	105	-1	-9
Cc1ncsc1CCOC(=O)C12CC3CC(CC(C3)C1)C2	-5	-4	0	-10	94	-2	97	4	-6
Fc1ccc(-n2c(CN3CCCCC3)n[nH]c2=S)cc1	4	-8	-25	10	93	6	96	17	-3

Remaining list, next part
smiles	IDE cell inh	MEKK2mut PB1 HTS	NALP1 yeast inh	UBC9 SUMO inh	MEKK2 WT-MEK5	IDE act	MEKK3 PB1 HTS	M18AAP inhibitor	pCIP destab
Cc1ccc(S(=O)(=O)N(CC(=O)N2CCCCCC2)c2ccccc2F)cc1	-2	2	7	8	105	5	105	1	-10
Cc1cc(-c2nnc(-c3cc4ccccc4oc3=O)o2)c(C)n1-c1ccccc1	-7	-4	-4	7	88	0	91	-4	-3
COc1ccc(S(=O)(=O)N2CCC(C(N)=O)CC2)cc1C(=O)N1CCCCCC1	0	-7	10	3	92	-4	95	-2	-10
CCSc1ncc(Cl)c(C(=O)Nc2ccc(S(=O)(=O)Nc3onc(C)c3C)cc2)n1	2	-10	6	0	87	6	83	4	-2
C=CCSc1nc(C)c(CC=C)c(=O)[nH]1	2	1	·	-5	101	3	99	1	-3
O=C(O)CNS(=O)(=O)c1ccc(F)cc1	-2	0	-2	-2	103	1	103	-4	-3
COc1ccc(OCC(O)CN2CCN(Cc3ccc4c(c3)OCO4)CC2)cc1 (stereo not given)	-1	-1	24	-9	100	2	93	1	6
CC(C)C[C@H]1CN=C(Nc2ccccc2)N1CCC1CCCC1	1	1	15	6	111	3	101	-6	-3
CCn1c(SCC(=O)Nc2ccc3c(c2)OCCO3)nnc1-c1cccs1	1	5	1	-4	100	0	101	1	-3
O=c1c2cccnc2n(-c2ccccc2)n1Cc1c(Cl)cccc1Cl	-1	-1	20	15	97	5	99	-9	-8
CNC(=O)c1c(NC(=O)c2ccc(S(=O)(=O)N3CCCCC3C)cc2)sc2c1CCN(C)C2 (stereo not given)	0	5	22	1	113	4	101	3	-10
CC(=O)Oc1cccc(C(=O)Nc2ccccc2C(=O)N2CCCC2)c1	3	3	9	0	103	4	102	1	-2
C/C(=N\NC(=O)c1ccccc1F)c1ccc(C#N)cc1	-4	-1	8	14	99	6	102	3	-2
O=C(NCCSc1ccccc1)c1ccco1	2	2	-2	5	104	8	103	0	-10
C=C(C)C(=O)OCCCCCCOc1ccc(C(=O)O)cc1	1	0	33	-8	100	-2	104	7	-2
CCCc1ccc(Oc2c(-c3ccc(O)c(C)c3O)n[nH]c2C)cc1	-3	-3	-12	-34	94	5	98	6	-6
O=C(CCl)Nc1ccccc1C(=O)Nc1ccc2c(c1)OCO2	-2	3	-3	2	110	3	101	22	-10
COc1ccc(NC(=O)c2c(F)cccc2F)cc1S(=O)(=O)Nc1ccc(Br)cc1	-2	-1	30	-7	103	-2	103	4	-5
O=C(c1ccc(Cl)c(NC2=NC3CS(=O)(=O)CC3S2)c1)N1CCN(c2ccccc2)CC1 (stereo not given)	0	1	-4	8	105	-2	102	-4	-4
Nc1nnnn1NCc1cccc(OCc2ccccc2)c1	1	13	29	-4	115	-2	106	-6	-11
CCNC(=O)NC(=O)CSc1nc2ccccc2n1CC(C)C	2	17	33	17	100	4	102	-12	-3
C=CCn1c(N)cc(=O)nc1SC(CC)C(=O)Nc1ccc(C(C)=O)cc1 (stereo not given)	6	-3	5	4	103	3	102	-5	3
Cc1ccc(C)c(N2CCN(C(=O)c3ccc(CS(=O)Cc4cccc(Cl)c4)o3)CC2)c1 (stereo not given)	-6	0	-6	2	98	6	98	-10	4
CC(Cc1ccccn1)NC(=O)c1ccc(OC2CCN(CCc3ccccc3)CC2)cc1 (stereo not given)	·	8	20	9	107	0	103	4	-2
Cc1cccc(N(C(=O)c2csnn2)C(C(=O)NC2CCCCC2)c2ccccn2)c1C (stereo not given)	3	-4	21	12	98	5	98	-7	-6

Later entries.
smiles	IDE cell inh	MEKK2mut PB1 HTS	NALP1 yeast inh	UBC9 SUMO inh	MEKK2 WT-MEK5	IDE act	MEKK3 PB1 HTS	M18AAP inhibitor	pCIP destab
COc1cccc2cc(C(=O)C3=C(O)C(=O)N(CCN4CCOCC4)C3c3ccc(C(C)(C)C)cc3)oc12 (stereo not given)	-1	0	10	-38	97	-2	100	12	12
CCCCSc1nnc(-c2c[nH]c3ccccc23)n1C	-4	5	4	6	106	3	108	1	-10
Nc1cc(=O)[nH]c(SCCNS(=O)(=O)c2ccccc2)n1	4	3	18	-5	102	1	103	4	5
CCOc1ccc(C2c3[nH]c4ccccc4c3CCN2CCCn2cccn2)cc1 (stereo not given)	-2	20	5	7	123	·	102	3	-2
COc1cccc(OC)c1C(=O)n1nc(C)cc1C	0	3	3	1	103	2	108	-5	1
COc1cc(Nc2ccc(C(=O)O)cc2[N+](=O)[O-])cc(OC)c1	-5	-4	9	7	94	5	106	3	3
CCCCN(Cc1ccco1)S(=O)(=O)c1ccc(-c2ccc(=O)[nH]n2)s1	10	1	15	16	99	5	99	0	-1
Cc1ccc(-n2nc(C)c3c2OC(N)=C(C#N)C3c2ccc(C)o2)cc1 (stereo not given)	4	3	2	60	100	2	107	5	-7
CC(c1ccccc1)N1CCN(C(=O)CCl)CC1 (stereo not given)	4	2	-11	-2	104	3	108	1	-9
COC(=O)C1=CN(c2ccc(F)cc2)C=C(C(=O)OC)C1c1cccc([N+](=O)[O-])c1	-4	5	21	2	101	3	106	-3	-7
CN(C)C(=N)c1n[nH]nc1SCc1ccc(Cl)c(Cl)c1	1	-5	-4	0	97	4	98	-17	-9
CC1CCCCC1NC(=O)CSc1ccsc1[N+](=O)[O-] (stereo not given)	·	1	13	14	100	-2	102	7	-25
CN(C)c1ccc(/C=C2\NC(=S)N(Cc3ccccc3)C2=O)cc1	100*	-7	2	-6	72*[inhibitor]	-103	90	-7	-198
COc1ccc(NC(=O)CC(C)C)c(OC)c1	-2	4	0	24	103	-2	105	-6	2
O=C(O)C1=C[C@H](c2csc3ccccc23)C[C@H](OCCCCO)O1	3	-4	5	9	95	-1	102	-1	-8
COc1cccc(OCc2cc(C(=O)NC3CCOCC3)no2)c1	6	-3	7	-1	100	1	99	0	4
CCN(CC)Cc1c(C(=O)N/N=C/c2cccc(OCc3cccc(Cl)c3)c2)nnn1-c1nonc1N	4	2	15	-20	98	1	104	-3	-11
COc1ccc(OC)c(CN(CCN2CCOCC2)S(=O)(=O)c2ccc(NC(C)=O)cc2)c1	4	5	-13	16	99	4	107	-1	0
CCOC(=O)Cn1c(=O)oc2cc(S(=O)(=O)N(C)Cc3ccco3)ccc21	3	13	10	-13	109	-1	106	4	-16
Cc1cccc(NCCC(=O)c2ccc([N+](=O)[O-])cc2)c1C	3	-4	20	-20	89	-3	90	-8	23
CC1(C)Cc2ccccc2-c2nnc(-c3cccnc3)n21	-1	·	-8	9	·	6	·	-11	2
COC(=O)C(C)NC(=O)c1cn(-c2ccccc2OC)c(=O)c2ccccc12 (stereo not given)	2	3	-5	-13	105	5	103	1	-1
Cc1ccc(NS(=O)(=O)c2ccc(NC(=O)C3CCCO3)cc2)cc1 (stereo not given)	-3	7	8	21	123	3	120	2	-26
Cc1cccc(CSC(Nc2ccc(F)cc2)=C(C#N)C#N)c1	-2	2	11	-6	99	4	100	-1	-14
COc1ccccc1CNc1cc(C)ccc1C	3	9	16	13	103	-3	108	-3	-2
CC1OC(OCC2OC(Oc3c(-c4ccc(O)cc4)oc4cc(O)cc(O)c4c3=O)C(O)C(O)C2O)C(O)C(O)C1O (stereo not given)	1	1	-3	29	89	4	99	12	-3

Of the compounds above, these have a cyano group:
smiles	IDE cell inh	MEKK2mut PB1 HTS	NALP1 yeast inh	UBC9 SUMO inh	MEKK2 WT-MEK5	IDE act	MEKK3 PB1 HTS	M18AAP inhibitor	pCIP destab
C/C(=N\NC(=O)c1ccccc1F)c1ccc(C#N)cc1	-4	-1	8	14	99	6	102	3	-2
Cc1ccc(-n2nc(C)c3c2OC(N)=C(C#N)C3c2ccc(C)o2)cc1 (stereo not given)	4	3	2	60	100	2	107	5	-7
Cc1cccc(CSC(Nc2ccc(F)cc2)=C(C#N)C#N)c1	-2	2	11	-6	99	4	100	-1	-14
